Compound activity: PubChem BioAssay, several laboratories
Arr AP2 block: blocks beta-arrestin peptide binding to AP2 adaptin | inhibition, % at 10 µM | FITC-arrestin peptide / GST-AP2 beads, flow cytometry; AP2 beta2 appendage carries R879A mutation | hit rate 0.31% among 340,000 | AID 504490;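 active = inhibition above a set limit, near 3 SD of compounds lacking own fluorescence, cut at about 54% in these data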;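 also: plate controls were DMSO wells for no effect and 5 µM unlabelled arrestin peptide for full effect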
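Assay system: GST-AP2 R879A bound to glutathione beads, E. coli-expressed; Medium: PBS with 0.05% Tween 20 and 0.1% BSA; Also added: fluorescein-tagged arrestin peptide at 50 nM final; Timing: 12 min plus 1 h, RT; Measured by: flow cytometry, FL1 (488/535 nm); Evaluation: percent drop in bead-associated FITC signal.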
RTF Ca sens inh: cardiac RTF calcium desensitization; P19429+P45379; IANBD-labeled cardiac RTF, Ca2+ fluorescence; inhibition, % at 7.15 µM; hit rate 0.12% among 340,000; AID 493244;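 active = inhibition above the mean inhibition of all tested compounds plus 3 SD, cut at about 17% in these data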;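 also: assay run at fixed EC70 calcium of 1.6 mM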
Pemphigus Ab inh: blocks pemphigus antibody binding to human desmoglein-3. binding (percent of control), % at 10 µM. DSG3-coupled beads, scFv-anti-DSG3-GFP binding, flow cytometry; hits give low values. hit rate 0.48% among 310,000. AID 588358;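 active = binding more than 3 SD below its plate's average and above zero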;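 also: hits lower antibody fragment binding to DSG3; some compounds called inactive have numbers as strong as hits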
cardiac RTF act: cardiac RTF calcium sensitization | AID 493008 | activation, % at 7.2 µM | hit rate 0.24% among 340,000 | P19429+P45379 | IANBD-labeled TnC RTF fluorescence at EC20 calcium; 0% EC20 calcium, 100% full calcium;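 active = activation above the mean over all tested compounds plus 3 SD, cut at about 30% in these data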;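 also: rise in fluorescence read as greater calcium sensitivity of cardiac thin filaments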
LANA DNA inh: blocks KSHV LANA C-terminal domain binding to DNA. AID 504423. hit rate 0.078% among 340,000. MBP-C-LANA/FAM-LBS DNA binding, fluorescence polarization. inhibition, % at 9 µM;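 active = highest replicate inhibition at or above 60% at 9 µM, even if other replicates fall short; inactive = all replicates below 60% inhibition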;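 also: 0% = neutral control wells and 100% = 4 µM acridine orange control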
Wnt bcat act: Wnt/beta-catenin pathway activation; Wnt/beta-catenin reporter cell assay, activator, plate reader; activation, % at 9.35 µM; hit rate 1.2% among 300,000; in the data active = activation above about 30%, passing the limit was not always enough;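 also: 0% = neutral control wells and 100% = positive control wells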
MOR-DOR inv ag: mu-delta opioid heterodimer inverse agonism; cell-based MOR-DOR heterodimer luminescence; inhibition, % at 9.3 µM; hit rate 0.21% among 340,000; AID 504357; in the data active = inhibition above about 22%, passing the limit was not always enough;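 also: 0% = cells with DMSO and 100% = wells without cells with DMSO; values of inactives mirror those of a sister screen read the other way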
Target sequence (P35372 whole entry, looked up): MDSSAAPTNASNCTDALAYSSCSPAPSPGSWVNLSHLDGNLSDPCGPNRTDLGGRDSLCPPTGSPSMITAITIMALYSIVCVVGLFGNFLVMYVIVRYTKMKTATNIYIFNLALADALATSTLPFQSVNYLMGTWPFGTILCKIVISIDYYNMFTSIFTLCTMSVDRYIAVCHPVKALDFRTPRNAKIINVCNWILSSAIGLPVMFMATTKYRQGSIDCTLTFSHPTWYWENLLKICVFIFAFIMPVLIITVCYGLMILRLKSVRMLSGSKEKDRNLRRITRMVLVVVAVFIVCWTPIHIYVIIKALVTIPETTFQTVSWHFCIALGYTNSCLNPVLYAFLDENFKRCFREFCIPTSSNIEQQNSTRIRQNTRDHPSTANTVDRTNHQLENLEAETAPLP
Target sequence (P41143 whole entry, looked up): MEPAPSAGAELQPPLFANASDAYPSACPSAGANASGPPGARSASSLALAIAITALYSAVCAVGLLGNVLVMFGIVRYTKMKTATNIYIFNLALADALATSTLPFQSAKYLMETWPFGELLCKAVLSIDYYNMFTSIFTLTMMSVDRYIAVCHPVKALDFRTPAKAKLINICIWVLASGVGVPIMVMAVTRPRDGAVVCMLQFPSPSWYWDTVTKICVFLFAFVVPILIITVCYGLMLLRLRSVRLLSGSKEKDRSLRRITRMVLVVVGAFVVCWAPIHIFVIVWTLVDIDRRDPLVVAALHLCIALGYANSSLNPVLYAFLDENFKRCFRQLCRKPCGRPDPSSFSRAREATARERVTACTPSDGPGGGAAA
MOR-DOR ag: agonists of human mu-delta opioid receptor heterodimerization | activation, % at 9.3 µM | cells, OPRM1-OPRD1 heterodimerization, luminescence | hit rate 0.3% among 340,000 | AID 504326; in the data active = activation above about 18%;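 also: 0% = vehicle-treated cells and 100% = reference agonist; values of inactives mirror those of a sister screen read the other way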
Keap1 Nrf2 FP: Keap1-Nrf2 (human) interaction inhibition | Keap1 Kelch-Nrf2 peptide fluorescence polarization, 1536-well | inhibition, % at 9.4 µM | hit rate 0.15% among 340,000 | AID 504523 | Q14145; in the data active = inhibition above about 12%;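 also: human Keap1 Kelch domain with fluorescein labeled Nrf2 9mer peptide probe; 0% = neutral control wells and 100% = peptide positive control; higher means more block of Keap1 binding to Nrf2 peptide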
V-ATPase pHluor: alters yeast V-ATPase proton transport. AID 504577. hit rate 0.37% among 350,000. S. cerevisiae, pHLuorin cytosolic pH fluorescence. response, % at 10 µM; in the data active = response mostly above about 7.3%, no sharp cut-off; inactive = mostly below about 5.4%; also: actives read high; inactives centre near 0; some compounds called inactive have numbers as strong as hits; reference of the scale not given here
Active calls of the source: *; x = not tested or not shown; & = joins results of further samples. Only part of the results is shown, so the mix of outcomes need not match the whole.

SMILES	Arr AP2 block	RTF Ca sens inh	Pemphigus Ab inh	cardiac RTF act	LANA DNA inh	Wnt bcat act	MOR-DOR inv ag	MOR-DOR ag	Keap1 Nrf2 FP	V-ATPase pHluor
COc1cccc(N2C(=O)NC(=O)C3(Cc4cc(C)ccc4N(C)C3)C2=O)c1 (stereo unspecified)	-1.1	-0.2	115.6	2.3	1.0	x	16.5	-4.0	-3.9	4.4
C=CCn1c(O)c(C(CC)=Nc2cccc(C(=O)O)c2)c(=O)[nH]c1=O	6.0	-12.8	96.8	0.9	2.2	1.6	-13.4	2.6	-3.8	-2.1
N#Cc1ccc(Cn2cc(C(=O)c3ccco3)c3ccccc32)cc1	-5.9	-9.9	x	-4.3	-4.3	2.0	-1.5	0.2	-6.9	2.6
CCCCCCn1c(N)c(C(=O)NCCN2CCOCC2)c2nc3ccccc3nc21	7.5	7.3	x	-6.9	-1.2	-5.0	-21.2	3.8	-6.4	-2.5
Cn1nccc1C(=O)N1CCC2(CC1)OCCO2	-20.7	-9.6	x	-3.9	0.2	1.3	3.8	-0.7	-3.2	2.0
O=C(CCC(=O)N1C[C@H]2C[C@@H](C1)c1cccc(=O)n1C2)NCc1ccccc1C(F)(F)F	6.7	-3.6	108.5	0.6	-0.3	1.9	7.6	-1.4	-5.6	9.4
CCCN(CCC)C(=O)Cc1c(-c2ccc(Cl)cc2)nc2c(Cl)cc(Cl)cn12	2.1	-1.4	110.0	-6.0	1.1	-0.4	7.2	-1.3	-1.1	0.5
CC12CN3CC(C)(CN(C1)C3c1cccs1)C2O (stereo unspecified)	18.8	-2.8	99.2	-3.1	0.0	-3.7	10.9	-2.3	-0.7	0.6
CS(=O)(=O)NNP(=O)(NNS(C)(=O)=O)NC(=O)c1ccccc1	-4.4	-3.0	104.7	2.2	0.2	3.8	1.0	-0.2	-7.4	-4.3
CCn1c(O)c(N=Nc2cccc(S(=O)(=O)N3CCOCC3)c2)c(=O)n(CC)c1=S	-10.4	6.1	96.7	-0.9	27.7	7.8	17.2	-3.3	3.5	-2.4
CCCCn1c(O)c(C=NC2CCCCC2N)c(=O)[nH]c1=O (stereo unspecified)	4.2	2.9	98.6	-1.9	-0.3	x	2.4	-0.5	-3.7	6.2
CN1CCN(c2cc(N3CCCCCC3)c(F)cc2[N+](=O)[O-])CC1	24.6	2.4	102.3	3.1	1.0	-7.6	12.4	-2.1	0.1	-3.2
Cc1ccc(C2(O)CN3CCC2CC3)cc1 (stereo unspecified)	-28.8	-4.9	83.5	6.8	-1.5	-1.8	13.6	-3.0	2.9	0.5
O=C1NC(=O)C(CCc2ccncc2)(c2ccccc2)C(=O)N1	-0.3	-2.6	x	-11.0	-0.4	-0.6	-3.1	0.5	-3.8	-0.2
Cc1cccc(N2CCc3c2nc2ccccc2c3N)c1	3.4&3.8	-2.7&-6.0	113.0&109.2	7.1&8.6	0.8&-0.6	-2.9	0.1&-17.5	0.0&3.2	-2.4&3.7	0.6&0.3
O=C(c1ccc2c(c1)ncn2C1CCCCCC1)N1CCC2(CC1)OCCO2	20.8	-1.2	105.7	5.9	0.2	x	5.3	-0.9	2.5	0.7
OC(CNCCc1c[nH]c2ccccc12)c1ccccc1 (stereo unspecified)	-4.1	-19.6	109.5	-2.3	-1.3	5.7	6.3	-0.9	-7.6	-0.4
C#C[C@]1(O)CCC2C3C(=O)C=C4C(Cl)=CCC[C@]4(C)C3CC[C@@]21C (stereo partly specified)	7.0	2.6	112.8	6.3	-8.8	-6.7	13.7	-2.6	-2.1	0.4
COCCN1Cc2cc(=O)n3c([nH]c4ccccc43)c2C1=N	0.4	-9.9	106.9	5.9	4.0	4.8	-17.1	3.6	-1.7	0.4
C[C@H]1CC[C@@H]2[C@@H](C)[C@H]3[C@H](C[C@H]4[C@@H]5CC=C6C[C@@H](O[C@@H]7O[C@H](CO)[C@H](O)[C@H](O[C@@H]8O[C@H](CO)[C@@H](O)[C@H](O)[C@H]8O)[C@H]7O[C@@H]7O[C@@H](C)[C@H](O)[C@@H](O)[C@H]7O)CC[C@]6(C)[C@H]5CC[C@]34C)N2C1	4.0	-12.7	105.6	8.6	-5.9	-0.9	9.6	-1.9	-30.3	-3.6
C[C@]12CCC3C(CC[C@H]4[C@H](O)[C@H](O)CC[C@]34C)C1CCC2=O (stereo partly specified)	1.5	-7.2	117.4	8.0	4.2	-7.0	9.0	-1.7	-4.4	-0.6
Cc1cc(C)c(N=Cc2c(O)[nH]c(=O)[nH]c2=O)c(C)c1	-12.2	-15.3	121.5	-4.2	4.7	-15.5	6.5	-1.3	-3.2	4.1
O=c1[nH]c(O)c(N=Nc2cccc(S(=O)(=O)N3CCOCC3)c2)c(=O)[nH]1	-1.5	0.3	108.8	-5.1	1.1	-5.8	4.4	-0.6	-1.2	0.1
OCCNc1c2c(nc3ccccc13)CCCC2	2.0	-5.7	91.1	0.6	1.0	x	-3.5	0.6	-4.1	3.5
O=C1C2CCN(CC2)C1Cc1ccc(OCCOc2ccccc2)cc1 (stereo unspecified)	0.7	-11.6	100.5	-2.0	-1.5	x	4.1	-0.7	-6.8	-4.7
COc1ccc(CCNCc2ccccc2F)cc1OC	29.6	1.2	97.9	-2.2	-1.5	x	16.0	-2.8	-2.1	1.6
C[C@]12CCC(=O)C=C1CCC1C2CC[C@@]2(C)C1CC[C@@H]2O (stereo partly specified)	-2.5	-8.8	121.1	3.2	1.1	-5.0	9.7	-1.9	-1.6	0.6
O=C(O)CP(=O)(O)c1ccc(Cl)cc1	-0.1	0.9	114.0	0.3	-0.6	x	3.7	-0.9	-2.4	3.0
Cc1cc(=O)oc2cc(OCC(=O)N3C[C@H]4C[C@@H](C3)c3cccc(=O)n3C4)c(Cl)cc12	1.5	0.1	x	4.6	0.5	-0.9	16.8	-3.3	-4.8	1.6
O=C(/C=C/c1ccc(Cl)cc1)NC(=S)N1C[C@H]2C[C@H](C1)c1cccc(=O)n1C2	1.9	-13.4	x	-4.7	-1.8	-1.2	1.6	-0.3	-0.9	-0.7
COc1ccc(C(O)c2cc(OC)ccc2OP(=O)(N(C)C)N(C)C)cc1 (stereo unspecified)	9.9	1.9	100.2	-2.0	0.7	x	18.9	-3.1	-2.8	2.9
CC(=O)[C@H]1CCC2C3CC[C@H]4C[C@@H](O)CC[C@]4(C)C3CC[C@@]21C (stereo partly specified)	15.6	-9.7	131.4	0.5	3.3	1.1	4.2	-0.8	-2.6	2.2
CCCCC(C)C(OC(=O)CC(CC(=O)O)C(=O)O)C(CC(C)CC(O)CCCCC(O)CC(O)C(C)N)OC(=O)CC(CC(=O)O)C(=O)O (stereo unspecified)	6.8	-5.4	x	3.6	1.6	-1.1	5.3	-1.1	-1.6	2.4
CN(C)CCc1nn[nH]n1	1.6	-7.1	101.4	-2.5	1.9	-1.3	16.4	-3.2	-2.2	3.0
Cc1cc2ccccn2c1C(C[N+](=O)[O-])c1c(F)cccc1Cl (stereo unspecified)	7.5	4.4	72.1	-8.3	-0.6	9.0	-11.6	2.2	-1.9	-3.4
Cc1cc(N2CCNCC2)nc2ccccc12	0.8	-0.8	102.8	2.6	-0.9	-1.6	2.4	-0.5	-3.6	-1.3
CNCCc1nc(N)n[nH]1	2.8	-7.1	103.3	6.1	-0.9	0.9	11.3	-2.1	3.5	-1.2
CCCOP(=O)(OCCC)C(NC(=O)c1cc(OC)c(OC)c(OC)c1)c1ccccc1 (stereo unspecified)	-2.5	-9.0	101.0	-5.1	0.7	-0.6	1.5	-0.3	1.0	-2.8
C=CCN1C(=O)/C(=C/c2ccc(Br)s2)C(=O)NC1=S	22.9	-7.9	113.3	0.7	-1.3	1.3	7.7	-1.6	-4.3	5.0
COCCNC(=O)N1[C@H]2CC[C@@H]1C(C(=O)OC)=C(c1ccc(-c3ccccc3)c(F)c1)C2	6.2	2.8	100.2	2.2	-1.9	-3.5	13.2	-2.3	-7.0	-1.6
CN1CCN(Cc2nc3ccccc3n2C)CC1	6.4	-6.0	102.3	-0.2	-0.3	-3.6	8.4	-1.8	-1.1	0.6
OC1/C(=C/c2ccccc2F)N2CCC1CC2 (stereo unspecified)	34.4	5.2	98.2	2.0	-0.9	2.7	10.4	-2.0	1.1	-1.4
O=C(C[N+]12CCC(CC1)C(CO)C2)c1ccc([N+](=O)[O-])cc1 (stereo unspecified)	-14.7	-4.6	102.8	9.1	0.3	1.1	-5.8	1.1	0.7	-1.5
CC(=O)N(C)CC#CCN1CCC(O)CC1	29.3	5.3	99.2	-1.7	2.0	1.8	6.5	-1.2	-1.6	8.8
COc1nc(NCC2CCCO2)nc(N2CC3CC(C2)c2cccc(=O)n2C3)n1 (stereo unspecified)	0.6	-24.2	97.0	3.2	-0.3	0.2	9.8	-1.9	-6.5	-1.5
CCOc1ccc(C(C)=O)cc1Cc1c(O)[nH]c(=S)[nH]c1=O	-3.0	3.1	122.2	-0.7	3.7	0.7	17.6	-3.2	-4.2	-2.2
Cc1cc(C)c(C)c(C(O)(C(=O)O)c2ccccc2)c1C (stereo unspecified)	38.4	-6.0	99.5	-10.6	4.3	1.9	8.2	-1.9	0.6	-4.0
CCOc1cc(C)cc2oc(=O)c3c(c12)CCCC3	35.3	-0.1	92.0	-1.7	-1.6	0.2	-8.6	1.7	-0.5	-6.0
N=Cc1c(O)n(-c2ccc(C34CC5CC(CC(C5)C3)C4)cc2)c(=O)[nH]c1=O	-2.8	-6.8	98.1	10.7	-2.7	-6.1	4.8	-0.8	-6.9	-3.9
COc1ccc(N/N=C/c2c(O)n(-c3cccc(C)c3)c(=O)[nH]c2=O)cc1	4.8	-6.5	107.5	1.0	-2.1	-0.8	23.6	-4.7	-5.3	-2.9
O=C/C=C/c1ccccc1	1.1	7.0	101.6	-6.9	-1.4	-0.8	12.4	-2.5	-5.3	-0.5

Laid out differently: results already given
SMILES,Arr AP2 block,RTF Ca sens inh,Pemphigus Ab inh,cardiac RTF act,LANA DNA inh,Wnt bcat act,MOR-DOR inv ag,MOR-DOR ag,Keap1 Nrf2 FP,V-ATPase pHluor
O=C/C=C/c1ccccc1,1.1,7.0,101.6,-6.9,-1.4,-0.8,12.4,-2.5,-5.3,-0.5
N=Cc1c(O)n(-c2ccc(C34CC5CC(CC(C5)C3)C4)cc2)c(=O)[nH]c1=O,-2.8,-6.8,98.1,10.7,-2.7,-6.1,4.8,-0.8,-6.9,-3.9
